High-throughput results: PubChem, Broad Institute
Statin myotox sup = suppressors of statin myotoxicity in C2C12 myotubes, primary screen, cell-based, single point, plate reader. C2C12 myotubes + simvastatin, ATP luminescence, 48 h; scaled: DMSO 0, geranylgeraniol control 100. rescue of ATP level, % at 7.49 µM. 330,000 tested, 0.78% active;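 active = mean ATP rescue above about 67%, or every replicate alone reaching that limit, limit read from the data, passing the limit was not always enough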;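 note: myotubes were challenged with 10 µM simvastatin during compound exposure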
FN deposition inh = inhibitors of fibronectin matrix deposition, primary screen, AH1F cells, Alexa488-fibronectin fluorescence, plate reader; 350,000 tested, 0.086% active; AH1F fibroblasts, overnight; inhibition, % at 12.6 µM; AID 743247, 2014;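 active = mean inhibition across replicates of 30% or more, regardless of how many single replicates reach that level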;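 note: positive control wells lacked labelled fibronectin entirely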
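Schedule: 1 h cell adhesion before compound, then overnight fibronectin incubation; test system: AH1F fibroblast monolayer depositing Alexa488-labelled fibronectin into matrix; quantity: 10000 AH1F cells per well; probe or stimulus: fluorescent fibronectin at 24 nM final; signal: fluorescence, ex 485 nm, em 525 nm; evaluation: percent inhibition as loss of matrix-bound fibronectin fluorescence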
S100A4 inh HTS = inhibitors of S100A4-myosin IIA peptide binding, primary screen, biochemical, fluorescence polarization, TAMRA-MyoIIA peptide; inhibition, % at 10.7 µM; AID 652163, 2013; 360,000 tested, 0.14% active; Protein S100-A4 (Homo sapiens), P26447;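 active = mean inhibition of at least 70% across replicates, with every replicate also reaching that level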
Target sequence (P26447 whole entry, looked up): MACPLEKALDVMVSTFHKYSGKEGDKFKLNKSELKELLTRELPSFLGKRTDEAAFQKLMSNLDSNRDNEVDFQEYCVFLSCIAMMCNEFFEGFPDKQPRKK
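Test system: S100A4 monomer protein. Medium: HEPES buffer with Ca2+, pH 7.2. Reagent: fluorescent myosin IIA peptide, 5 nM. Compound dosing: single-point compound testing. Timing: 5 min between mix addition and reading. Benchmarks: DMSO neutral and TFP positive wells.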
esBAF inh = Bmi1 luciferase reporter increase in mESCs, primary screen, esBAF inhibitor project, mouse ES cells, Bmi1 luciferase knock-in, single point | 24 h; 100% = twice the neutral-well signal | reporter increase, % at 12.5 µM | 350,000 tested, 2% active | AID 602393, 2012; in the data active = activation above about 40%;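 note: 0% = median of the plate's neutral control wells and 100% = double that signal; a rise in the Bmi1 reporter signal indicates esBAF inhibition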
Casp6 inh = human caspase-6 inhibitors, primary screen, biochemical, VEID-R110 fluorescence, single point, set 2; P55212; purified caspase-6, Z-VEID-R110 cleavage fluorescence; inhibition, % at 12.5 µM; 350,000 tested, 0.53% active;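 active = mean inhibition across replicates at least about 35%, with every replicate also reaching that limit, limit read from the data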;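 note: 0% = median of neutral control wells and 100% = no fluorescence left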
Target sequence (P55212 24-179 limits assumed): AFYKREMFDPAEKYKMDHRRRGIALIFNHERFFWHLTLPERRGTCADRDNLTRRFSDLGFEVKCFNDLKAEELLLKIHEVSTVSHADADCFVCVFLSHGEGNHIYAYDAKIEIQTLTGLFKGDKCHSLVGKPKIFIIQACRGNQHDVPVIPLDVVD
Target sequence (P55212 194-293 limits assumed): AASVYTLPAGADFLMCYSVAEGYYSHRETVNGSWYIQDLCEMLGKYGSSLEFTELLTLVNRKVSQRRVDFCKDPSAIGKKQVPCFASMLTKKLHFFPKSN
SIRT5 block = SIRT5 desuccinylase inhibitors, primary screen, biochemical, fluorescence imaging, single point, set 5. Purified SirT5, succinyl-peptide AMC, trypsin-coupled fluorescence. NAD-dependent protein deacylase sirtuin-5, mitochondrial (Homo sapiens), Q9NXA8. 330,000 tested, 1.1% active. inhibition, % at 15 µM. AID 652115, 2013; in the data active = inhibition above about 15%
Target sequence (Q9NXA8 whole entry, looked up): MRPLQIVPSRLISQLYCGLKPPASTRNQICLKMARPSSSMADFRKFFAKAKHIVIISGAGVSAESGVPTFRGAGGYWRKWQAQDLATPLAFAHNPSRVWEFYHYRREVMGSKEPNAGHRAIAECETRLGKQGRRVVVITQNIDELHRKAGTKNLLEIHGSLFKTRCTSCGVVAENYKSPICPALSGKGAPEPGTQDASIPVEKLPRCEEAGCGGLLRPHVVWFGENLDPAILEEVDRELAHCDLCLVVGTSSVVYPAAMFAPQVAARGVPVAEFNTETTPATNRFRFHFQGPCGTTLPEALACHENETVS
LGR2 inh = inhibitors of bursicon-induced LGR2 CRE-luciferase signal, primary screen, cell-based, HEK293, CRE-luciferase reporter, bursicon stimulation | Drosophila bursicon receptor LGR2 (rickets) | bursicon-stimulated, 4 h | inhibition, % at 9.99 µM | 380,000 tested, 0.35% active | AID 720647, 2013;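 active = drop in luminescence signal, shown as inhibition above about 50% in the replicate tests, limit read from the data, passing the limit was not always enough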;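 note: agonist challenge used bursicon conditioned medium at about half maximal strength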
Numbers without * were called inactive; / = not tested or not shown.

no.	SMILES	Statin myotox sup	FN deposition inh	S100A4 inh HTS	esBAF inh	Casp6 inh	SIRT5 block	LGR2 inh
1	CC(C)[C@H](NC(=O)OC(C)(C)C)c1nnc(SCc2cccc(F)c2)o1	4.7	9.3	/	-8.9	/	/	/
2	OC(CN1CC=C(/C=C/c2ccc(Br)cc2)CC1)c1ccccc1 (configuration not stated)	9.9	5.5	-6.5	5.3	-4.5	-1.9	9.6
3	Cc1cc(NC(=O)CCC(=O)N(CC(C)C)C(C(=O)NC(C)(C)C)c2ccccc2Cl)no1 (configuration not stated)	6.2	-20.6	5.0	8.6	-2.9	-1.2	-3.0
4	C/C=C(\C)C(=O)NCCN1C2=NC[C@@H](Cc3ccccc3)N2C[C@H]1Cc1ccc(O)cc1	5.4	10.4	-2.9	-2.0	-0.5	/	-4.6
5	CN1C(=O)c2ccc(C(=O)Nc3ccc4c(c3)OCO4)cc2C1=O	5.8	/	3.2	35.8	-3.9	-1.1	-30.3
6	Cc1c(-n2cc(C(=O)c3ccccc3O)cc(C#N)c2=O)c(=O)n(-c2ccccc2)n1C	-3.3	-10.9	/	-2.3	/	/	/
7	Cc1nnc(NC(=O)C2CCN(S(=O)(=O)c3cc([N+](=O)[O-])ccc3Cl)CC2)o1	0.6	-1.0	-1.4	-0.7	0.3	1.3	5.8
8	COc1ccccc1-c1cn(CC[C@@H]2CC[C@@H](NC(=O)C3CC3)[C@H](CO)O2)nn1	-5.2	0.7	-21.4	2.4	-5.5	6.9	15.1
9	Cn1c(-c2ccc[nH]c2=O)nc2cc(Cl)ccc21	-1.7	-7.0	/	-1.6	/	/	/
10	C/C=C/c1ccc([C@@H]2[C@@H](C#N)N(c3ncc(CC)s3)[C@H]2CO)cc1	12.7	-1.2	-27.2	-0.4	-2.1	0.3	18.2
11	COC(=O)C1=COC(C)C2CN3CCc4c([nH]c5cc(OC)c(OC)cc45)C3CC12 (configuration not stated)	-1.1	/	-11.0	15.0	7.6	/	2.9
12	CCOC(=O)c1[nH]ncc1CN1CCCC(C(=O)c2ccc(C(C)(C)C)cc2)C1 (configuration not stated)	/	1.1	0.6	/	-3.5	-5.3	6.7
13	Fc1ccc(/C=N/Nc2nn[nH]n2)cc1	/	-3.0	-2.2	/	0.1	0.1	/
14	C[C@@H]1CN([C@H](C)CO)C(=O)c2cc(NC(=O)Cc3cn(C)c4ccccc34)ccc2O[C@H]1CN(C)Cc1ccc2c(c1)OCO2	14.2	-0.1	-25.0	-3.8	-1.0	-2.2	/
15	CCOc1ccc(NC(=S)N(CCOC)C(C)c2cccnc2)cc1 (configuration not stated)	/	1.2	1.6	/	-1.8	0.7	-5.9
16	CN1CCN(CCCNC(=O)c2cn(C)c3ccc(S(=O)(=O)N(C)C)cc3c2=O)CC1	-11.5	1.1	-1.4	-2.9	-23.3	-0.8	6.9
17	CC(C)CN(CC(C)C)CC(O)COc1ccccc1Br (configuration not stated)	-1.6	-3.1	-2.5	1.0	-1.8	2.5	-5.9
18	CC(C)NC(=O)Nc1cccc2c1O[C@@H](CN(C)Cc1ccc(Cl)c(Cl)c1)[C@H](C)CN([C@H](C)CO)C2=O	32.8	/	16.6	-0.2	0.7	-3.6	9.0
19	Cc1ccc(S(=O)(=O)Nc2cccc3c2O[C@@H](CN(C)C(=O)Nc2ccc(F)cc2)[C@H](C)CN([C@H](C)CO)C3=O)cc1	16.7	11.1	-10.5	-3.9	4.1	7.3	18.1
20	O=C(COc1cccc(Cl)c1)NNC(=S)Nc1ccccc1	/	-2.0	6.6	/	-0.8	-2.5	-15.6
21	CC(=O)C(Cl)C(=O)Nc1ccccc1 (configuration not stated)	7.1	-10.3	-0.9	-9.0	-0.8	-0.7	19.8
22	C#CCOCCOCCOCCNc1nc(N2CCN(C(=O)[C@H]([C@@H](C)CC)n3cc([C@@H](N)CO)nn3)CC2)nc(N2CCN(C(=O)[C@H](Cc3ccc(O)cc3)n3cc([C@@H](N)CC(C)C)nn3)CC2)n1	-17.4	8.1	-2.4	-2.4	-17.9	/	-1.1
23	O=C(NCc1ccco1)c1cc(-c2ccccc2)nn1CC1CC(c2cccc([N+](=O)[O-])c2)=NO1 (configuration not stated)	14.2	-13.4	-2.6	-3.9	-0.2	-3.2	15.1
24	C[C@H]1CN([C@@H](C)CO)C(=O)c2cc(C3=CCCCC3)cnc2O[C@H]1CN(C)Cc1ccncc1	2.2	/	43.0	-11.9	-6.7	5.9	-12.8
25	CN1CCCC1=Nc1ccccc1	2.5	1.0	-3.1	10.4	-2.8	0.2	-8.6
26	Cc1ccc(-c2csc3ncn(CC(=O)O)c(=O)c23)cc1C	6.4	-2.5	-3.0	-12.8	-0.3	-4.8	-3.3
27	COc1cccc(NC(=O)N(C)C[C@@H]2Oc3cc(/C=C/c4ccccc4)ccc3S(=O)(=O)N([C@@H](C)CO)C[C@@H]2C)c1	-57.8	2.9	-3.6	2.0	1.7	-3.0	40.8
28	Cc1ccc(/C=N/NC(=O)c2ccoc2C)s1	/	-4.0	1.3	/	2.0	4.1	-49.2
29	O=C(C[C@H]1CC[C@@H]2[C@H](COC[C@H](O)CN2Cc2nccs2)O1)NCc1ccc(F)cc1	21.7	-4.7	4.5	-3.1	9.6	9.0	-6.1
30	O=C(Nc1ccccc1Cl)c1ccccc1CC(O)(c1ccccc1)c1ccccc1	/	-0.3	-0.5	/	-1.6	-2.8	22.2
31	COc1ccc(NC(=O)N(C)C[C@H]2Oc3ccc(NS(=O)(=O)c4c(C)noc4C)cc3C(=O)N([C@H](C)CO)C[C@@H]2C)cc1	123.6*	-0.9	-7.1	-6.2	1.5	-4.2	-11.5
32	COc1ccc(NS(=O)(=O)c2ccc(NC(=O)c3ccccc3)cc2)nn1	-2.0	-1.6	-2.7	-2.6	-7.6	5.5	12.8

Sorted by value in S100A4 inh HTS (largest number first): 3 from the list above.
No.	SMILES	S100A4 inh HTS	esBAF inh	Casp6 inh	SIRT5 block	LGR2 inh
30	O=C(Nc1ccccc1Cl)c1ccccc1CC(O)(c1ccccc1)c1ccccc1	-0.5	/	-1.6	-2.8	22.2
26	Cc1ccc(-c2csc3ncn(CC(=O)O)c(=O)c23)cc1C	-3.0	-12.8	-0.3	-4.8	-3.3
25	CN1CCCC1=Nc1ccccc1	-3.1	10.4	-2.8	0.2	-8.6

Continuation.
no.	SMILES	Statin myotox sup	FN deposition inh	S100A4 inh HTS	esBAF inh	Casp6 inh	SIRT5 block	LGR2 inh
33	COC1CCCCC1Nc1cc(C)ccc1C (configuration not stated)	/	/	0.7	/	-1.2	2.3	4.3
34	Cc1ccc(NC(=S)NC2CC3CCCC(C2)N3Cc2cccs2)cc1 (configuration not stated)	-4.9	/	-2.8	15.4	-10.8	0.0	-10.0
35	CN1CCN(c2ccc(NC(=O)c3ccco3)cc2Cl)CC1	-18.8	0.9	-0.1	-1.0	-13.8	-1.7	6.7
36	COC(=O)c1ccc(N2C(=O)CC(SCCN)C2=O)cc1 (configuration not stated)	-1.8	/	/	0.0	/	/	-23.4
37	C[C@@H]1CN([C@@H](C)CO)C(=O)c2cc(C#Cc3ccccc3)cnc2O[C@H]1CN(C)C(=O)CN(C)C	/	9.4	4.1	/	-0.2	3.2	14.1
38	CCCNC(=O)Nc1ccc2c(c1)C(=O)N(C)[C@@H]1CC[C@H](CC(=O)O)O[C@@H]1CO2	-0.1	-4.6	/	2.1	/	/	0.2
39	CCCCCCNC(=O)O[C@]12C[C@@H](C(=O)OC)[C@@H](C(=O)OC)C[C@@]1(O)CN(S(=O)(=O)c1ccc(C)cc1)C2	15.9	-6.7	-2.9	-3.5	0.1	-0.3	-2.0
40	Cc1nnc(NC(=O)c2ccc(C)c(S(=O)(=O)N3CCOCC3)c2)s1	-0.2	-2.5	/	-4.5	/	/	-3.5
41	CN1C(=O)c2cc(NC(=O)c3cscn3)ccc2OC[C@H]2O[C@H](CC(=O)NCc3ccc(Cl)c(Cl)c3)CC[C@@H]21	16.6	14.9	-3.3	-2.8	-0.5	0.4	5.5
42	C[C@H]1CCCCO[C@@H](CN(C)S(=O)(=O)c2cccs2)[C@@H](C)CN([C@@H](C)CO)C(=O)c2cc(NS(=O)(=O)c3ccc(F)cc3)ccc2O1	/	6.0	0.3	2.9	-0.4	2.4	7.6
43	CCOC(=O)Cc1csc(SCC(=O)Nc2cc(C)ccc2OC)n1	/	2.6	0.6	/	-0.2	-0.2	6.7
44	NCCc1nnc(SCC(=O)Nc2cccc(Cl)c2)o1	5.9	10.5	-3.6	-0.6	-7.8	-2.7	9.2
45	CCCNC(=O)[C@@H]1[C@@H](CO)[C@@H]2Cn3c(ccc(-c4ccccc4F)c3=O)[C@H]1N2CC1CC1	-5.2	/	-2.5	0.4	0.7	-3.8	-8.5
46	COc1ccc(NC(=O)C2Cc3c(-c4ccccc4Oc4ccccc4)ccnc3O2)cn1 (configuration not stated)	-3.3	-5.6	8.7	7.3	4.8	4.8	18.8
47	O=C(NCc1ccc(F)cc1)Nc1cccc([N+](=O)[O-])c1	/	5.5	-0.3	/	-2.4	-1.6	15.9
48	COC(=O)C(CO)NC(=O)C1CCCN1C(=O)CNC(=O)OCc1ccccc1 (configuration not stated)	0.0	-6.3	-1.7	4.2	1.1	-0.5	-2.7
49	CC(C)=N/N=C(\N)SCc1ccccc1	/	-3.3	-5.2	/	-0.4	-2.4	1.6
50	COC(=O)C1(C)NC(c2ccc(O)cc2)C2C(=O)N(c3ccc(C)cc3)C(=O)C21 (configuration not stated)	1.6	-7.2	1.3	-1.0	-1.0	-2.6	-5.0
51	C[C@@H]1CN([C@@H](C)CO)C(=O)c2cc(-c3cccc(C#N)c3)cnc2O[C@H]1CN(C)Cc1ccccc1	10.8	/	25.8	1.3	0.9	1.1	5.4
52	O=C(Nc1ccc(Cl)cc1)Nc1ccccc1Sc1ncc([N+](=O)[O-])s1	18.3	1.4	1.9	36.1	0.1	0.7	-23.7

Another view of two compounds above:
50. COC(=O)C1(C)NC(c2ccc(O)cc2)C2C(=O)N(c3ccc(C)cc3)C(=O)C21 (configuration not stated)
  Statin myotox sup: 1.6; FN deposition inh: -7.2; S100A4 inh HTS: 1.3; esBAF inh: -1.0; Casp6 inh: -1.0; SIRT5 block: -2.6; LGR2 inh: -5.0
51. C[C@@H]1CN([C@@H](C)CO)C(=O)c2cc(-c3cccc(C#N)c3)cnc2O[C@H]1CN(C)Cc1ccccc1
  Statin myotox sup: 10.8; FN deposition inh: /; S100A4 inh HTS: 25.8; esBAF inh: 1.3; Casp6 inh: 0.9; SIRT5 block: 1.1; LGR2 inh: 5.4

Only part of the results is shown; the hit share may differ from the screen's.
